HEK293 NOD2/NF-kB – NOD2 signaling inhibitors, cell-based, luminescence, uHTS, HEK293 (AID 1566). inhibition, % at 4 µM, or EC50 in µM where a hit was titrated. HEK293 NOD2/NF-kB luciferase reporter, luminescence; higher % means a stronger effect. 290,000 compounds, 0.63% hits; note: many of its hits are not listed in these tables
GPR55 activation – GPR55 agonists via beta-arrestin recruitment, primary screen, imaging, U2OS cells, beta-arrestin-GFP redistribution (AID 1961) | 290,000 compounds, 0.048% hits | one-dose activation, % at 10 µM; EC50 in µM for titrated hits | U2OS GPR55 beta-arrestin-GFP redistribution imaging; higher % means a stronger effect;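 active = activation above 40% with more than 50 cells counted in the well; inconclusive = wells holding fewer than 50 cells, flagged as toxic or sparse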;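 note: U2OS osteosarcoma cells stably expressing GPR55 and beta-arrestin-GFP; plate controls were DMSO negative control for no effect and LPI positive control for full effect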
HIV peptide binding – inhibitors of HIV fusion peptide binding, primary screen, biochemical, uHTS, fluorescence dequenching (AID 1986). cell-free peptide binding, fluorescence dequenching, 30 min; higher % means a stronger effect. inhibition, % at 20 µM; hits with a dose series show IC50 in µM. 290,000 compounds, 0.3% hits; in the data active = inhibition mostly above about 52%, no sharp cut-off; inactive = mostly below about 76%; note: some results filed as inactive read as strong as hits
KOR beta-arrestin-1 – KOR antagonists, beta-arrestin recruitment, cell-based, luminescence, uHTS (AID 1778); KOR beta-arrestin recruitment, luminescence, antagonist mode; higher % means a stronger effect; one-dose inhibition, % at 10 µM; IC50 in µM for titrated hits; 290,000 compounds, 0.091% hits; note: strong numbers were not always called active
GPR55 antagonists – GPR55 antagonists blocking LPI-driven arrestin recruitment, primary screen, imaging, U2OS, beta-arrestin-GFP, LPI agonist (AID 2013). inhibition, % at 10 µM, or IC50 in µM where a hit was titrated. U2OS GPR55 beta-arrestin-GFP translocation imaging, LPI antagonism; higher % means a stronger effect. 290,000 compounds, 0.13% hits;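 active = spots per cell inhibited over 60%, with over 100 cells counted and total cytoplasm intensity under 500,000; inconclusive = wells with under 100 cells, flagged as likely toxic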;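 note: U2OS cells stably carrying GPR55 and arrestin-GFP stimulated by 5 µM LPI near EC80; imaged beta-arrestin-GFP aggregate spots per cell after agonist stimulation; plate controls were LPI-stimulated DMSO wells for no effect and DMSO wells without LPI for full effect; some results filed as inactive read as strong as hits; confirmed hits need IC50 under 10 µM and bright autofluorescent wells are also inconclusive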
SV40 large T antigen – TAg ATPase/helicase activity blockers – biochemical (AID 1903); 310,000 compounds, 0.39% hits; inhibition, % at 20 µM; hits with a dose series show IC50 in µM; SV40 large T antigen ATPase/helicase inhibition assay; higher % means a stronger effect; in the data active = a potency from the dose series; inconclusive = inhibition mostly from about 32% at the one dose, without a potency; inactive = the rest, 99 in 100 with inhibition below about 32%; note: strong numbers were not always called active
NOD1 inhibition – inhibition of NOD1-driven NF-kB reporter – cell-based, luminescence, uHTS, primary screen (AID 1578); inhibition, % at 4 µM; hits with a dose series show EC50 in µM; 290,000 compounds, 1% hits; NOD1-driven NF-kB luciferase reporter cells, luminescence; higher % means a stronger effect; in the data active = inhibition mostly above about 36%, no sharp cut-off; inactive = mostly below about 34%;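 note: HEK-293T reporter cells stimulated with the NOD1 agonist gamma-tri-DAP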
KOR beta-arrestin-2 – KOR agonists, beta-arrestin recruitment, primary screen, cell-based, luminescence, uHTS (AID 1777); one-dose activation, % at 10 µM; EC50 in µM for titrated hits; 280,000 compounds, 0.02% hits; KOR beta-arrestin recruitment, luminescence; higher % means a stronger effect; in the data active = activation above about 50%, passing the limit was not always enough; note: a part of the inactive calls stands beside numbers as strong as those of hits
Rac1 GTP hydrolysis – MgcRacGAP GTPase-activating activity inhibitors, confirmation, biochemical, ADP Hunter fluorescence | inhibition, % at 30 µM, or IC50 in µM where a hit was titrated | 340,000 compounds, 0.6% hits | AID 624330 | MgcRacGAP-stimulated Rac1 GTP hydrolysis, ADP Hunter fluorescence; higher % means a stronger effect; GST-tagged Rac1 F28L mutant substrate;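 active = first-screen hits whose inhibition reached a set limit at any dose in the follow-up dose series; inconclusive = inhibition above the set first-screen limit but never retested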;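 note: fluorescence reports GDP produced by GAP-driven GTP hydrolysis; strong numbers were not always called active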
Numbers without * were called inactive; u = inconclusive; x = not tested or not shown; [ ] = dose if it differs, or a comment. Cut-off read from the data, not from the text of the source, unless noted: active = inhibition above about 50%; inactive = the rest. The list is partial; rates above refer to the full screens.

SMILES | HEK293 NOD2/NF-kB | GPR55 activation | HIV peptide binding | KOR beta-arrestin-1 | GPR55 antagonists | SV40 large T antigen | NOD1 inhibition | KOR beta-arrestin-2 | Rac1 GTP hydrolysis
COCCn1c(Sc2nc(C)cs2)nc2c1c(=O)[nH]c(=O)n2C | 7% | 0.1% | 1.6% | -13% | 16% | 2% | -20% | -5.0% | 4%
Cc1csc(SCC(=O)NC(=O)Cc2ccccc2)n1 | 10% | -0.2% | -0.8% | -15% | -4% | 3% | -13% | 3.1% | -1%
Cc1cc(=O)oc(C)c1C(=O)NC1CC(C)(C)NC(C)(C)C1 | 9% | -0.2% | -1.6% | 22% | 13% | 8% | -10% | 3.5% | 13%
NS(=O)(=O)c1ccc(NC(=O)c2cc(-c3cccs3)nc3ccccc23)cc1 | 15% | 0.2% | 2.1% | -4% | -8% | 14% | -36% | 29% | 4%
CN1CCN(C(=O)CSc2nnc(COc3ccc(Cl)cc3)o2)CC1 | -38% | 1.4% | 3.2% | -26% | -2% | 4% | 20% | 7.6% | 1%
CCn1cc(C(=O)Nc2cccc(C(=O)OC)c2)c(=O)c2ccc(C)nc21 | -5% | -0.1% | 0.4% | -49% | -9% | x | -54% | 4.4% | -1%
CCOc1cccc(NC(=O)/C(C#N)=C\c2cn(CC(=O)O)c3ccccc23)c1 | -8% | 0.8% | 17% | -23%[20 µM] | 4% | 12% | -22% | 2.4% | 1%
CN1CCN(CC(O)COCc2ccc3c(c2)OCO3)CC1 (stereo not drawn) | 7% | -0.2% | -2.7% | -13% | -4% | 3% | -2% | 0.9% | -1%
Cc1ccc(SCc2nc(-c3ccccc3)no2)cc1 | -14% | -0.1% | -2.5% | 17% | 2% | -2% | -36% | 1.1% | 7%
O=C(CCn1c2c(c3ccccc31)CCCC2)NNC(=O)c1ccc([N+](=O)[O-])cc1 | 2% | -0.1% | 3.1% | 22% | -9% | 13% | -5% | -0.4% | -14%
Cc1ccc(-c2cc(-c3ccccc3)nc(N)c2C#N)o1 | 10% | 0.4% | -1.0% | 20% | 13% | 7% | 0% | -13% | 13%
CS(=O)(=O)c1cnc(-c2ccccc2)nc1-c1ccccc1Cl | -14% | -0.1% | 0.3% | -34%[20 µM] | 0% | 8% | 23% | 2.7% | 0%
O=c1cc(O)nc(SCc2ccccc2)n1-c1ccc(Cl)cc1 | 21% | 2.3% | 19% | -5% | 16% | 7% | -25% | -5.8% | 1%
Cc1ccccc1-n1nc2c(c1NC(=O)c1ccc(Br)o1)CSC2 | 8% | -0.3% | 17% | -17% | 14% | 10% | -14% | -1.6% | 8%
Cc1ccc(-c2nc(N)n(S(C)(=O)=O)n2)cc1 | -10% | 0.0% | 0.8% | -91% | 4% | 0% | 14% | 2.2% | 8%
Oc1ccc(Nc2nnc(-c3ccc(O)cc3)c3ccccc23)cc1 | 2% | -0.5% | -2.5% | 20% | 15% | 20% | -48% | -3.7% | 23%
O=C(Nc1ccc2nc(-c3ccco3)[nH]c2c1)c1ccco1 | -31% | -0.1% | 9.1% | 5% | -25% | 10% | -41% | 2.4% | -3%
COc1cc(/C=N/NC(=O)CNC(=O)c2cccs2)ccc1O | -2% | -0.1% | 2.0% | -7% | -6% | u | -19% | 1.0% | 42µM*
Cc1ccc(S(=O)(=O)CCc2ccncc2)cc1 | 8% | 0.7% | -0.6% | -10% | -2% | -2% | -25% | 6.3% | -1%
COc1ccc(N2CCN(C(=O)Cc3ccc(C)cc3)CC2)cc1 | 20% | 0.3% | 0.3% | 10% | -1% | 25% | -1% | 0.6% | 16%
Cc1ccccc1-n1c(SCC(=O)c2c(N)n(C)c(=O)n(C)c2=O)nc2sc3c(c2c1=O)CCCC3 | 25% | -0.2% | -0.4% | -29% | -19% | 14% | 33% | 0.0% | -3%
Cc1[nH]c2ccccc2c1C(=O)C(=O)N1CCN(C(=O)c2ccco2)CC1 | -7% | 2.9% | -0.8% | 17% | -4% | 7% | -7% | -1.1% | 2%
CSc1ccc(CN(C)C(=O)COc2ccc(C(=O)c3ccccc3)cc2)cc1 | -2% | -0.1% | 0.4% | -75% | -3% | 15% | -16% | -0.8% | 2%
O=C(Nc1cccc(F)c1)c1ccc(S(=O)(=O)N2CCCC2)cc1 | 21% | 0.4% | -2.5% | 21% | 11% | 4% | -17% | 6.0% | 0%
O=C(NCc1ccc(F)cc1)c1cnc(-c2ccccn2)nc1C(F)(F)F | 2% | -0.1% | 1.7% | 7% | 3% | 3% | -27% | -3.7% | 0%
CN(C)C(=O)c1cn(N(C)c2ncc(C(F)(F)F)cc2Cl)c(=O)c2ccccc12 | 11% | 0.2% | 2.2% | -24% | 6% | 1% | -11% | 2.4% | 1%
CC(=O)Nc1ccc(S(=O)(=O)N2CCC(=O)Nc3ccccc32)cc1 | -5% | -0.2% | -0.3% | -38% | 7% | 17% | -16% | -0.9% | 4%
COc1cc(-c2nc(C(F)(F)F)c(OC)o2)cc(OC)c1OC | 22% | -0.4% | -2.7% | 16% | 11% | 3% | 13% | -1.7% | 9%
Cc1cc(C)cc(NC(=O)CCN2C(=O)c3ccccc3S2(=O)=O)c1 | 13% | -0.1% | -0.2% | -9%[20 µM] | 8% | 0% | 1% | -0.9% | 5%
C=CCN(CC=C)S(=O)(=O)c1ccc(C(=O)Nc2nnc(COC)o2)cc1 | 12% | 0.1% | 1.7% | -34% | -2% | 12% | -47% | 0.7% | -6%
COc1ccccc1NC(=O)c1nn(C)cc1Br | 18% | -0.1% | -1.4% | -12% | 6% | 13% | x | 0.2% | 0%
Cc1ccc(CN2CCN(CC(=O)N=Nc3c(O)[nH]c4ccccc34)CC2)cc1 | 4% | 0.6% | 0.4% | -36% | 1% | -2% | -8% | -1.2% | 3%
CC(OC(=O)C1CSC2(c3ccc(F)cc3)CCC(=O)N12)C(=O)NC(N)=O (stereo not drawn) | 13% | 1.8% | 0.9% | -55% | 3% | 26% | 0% | 4.0% | 2%
COc1ccc(Cn2c(C)c(C)c(C#N)c2NC(=O)Nc2ccc(Cl)cc2)cc1 | -23% | -0.1% | -1.4% | -10% | 1% | 9% | -87% | 4.5% | 3%
CC(C)N(Cc1ccccc1)C(=O)c1ccc2c(c1)OCO2 | 8% | -0.1% | -0.3% | 2% | 2% | 4% | -6% | 5.4% | -1%
CCOC(=O)C(C(=O)N1CCOCC1)C1CCCCC1 (stereo not drawn) | 7% | -0.1% | 1.3% | 36% | 8% | 4% | -15% | -2.0% | -2%
C=CCn1c(SCC(=O)c2c(N)n(CCC)c(=O)n(C)c2=O)nc2sc(CC)cc2c1=O | 34% | -0.1% | -0.9% | -1% | -3% | 4% | -13% | -0.8% | -11%
O=C(c1ccc(Cn2ccc([N+](=O)[O-])n2)cc1)N1CCN(Cc2ccccc2)CC1 | 10% | -0.1% | 2.2% | -1% | -6% | 12% | 7% | 0.1% | 9%
CCOC(=O)C(O)(CCC(O)(C(=O)OCC)C(=O)OCC)C(=O)OCC | -7% | -0.2% | -2.9% | 19% | 1% | 7% | -14% | 2.1% | -8%
O=C(CCN1C(=O)c2ccccc2S1(=O)=O)Nc1ccc(F)cc1F | 7% | -0.1% | 1.0% | -14% | 26% | 22% | 3% | 1.2% | 4%
COc1cc(/C=N/NC(=O)NC23CC4CC(CC(C4)C2)C3)ccc1OCC(N)=O | 13% | 0.0% | 1.3% | -26% | -2% | 7% | 6% | -3.5% | 8%
O=[N+]([O-])c1ccccc1/C=C/C=N/n1c(-c2cc(-c3ccccc3)n[nH]2)n[nH]c1=S | 13% | -0.2% | -0.4% | -18% | 10% | 9% | 4% | 3.8% | 10%
CCOc1cccc(C2/C(=C(\O)c3ccc4c(c3)OCCO4)C(=O)C(=O)N2Cc2ccncc2)c1 (stereo not drawn) | 8% | -0.1% | 0.4% | -29% | 1% | 14% | -12% | -4.2% | 8%
COc1cc(/C=C(/C#N)c2ccccc2)ccc1Oc1ccc([N+](=O)[O-])cn1 | -20% | -0.3% | 1.5% | -50% | -9% | 3% | 37% | 1.0% | 3%
CCOc1ccccc1NC(=O)C1CCCN(C(=O)NCc2ccccc2)C1 (stereo not drawn) | -7% | -0.1% | 2.7% | 17% | -9% | 1% | -8% | 2.7% | 7%
COc1ccccc1NC(=O)NCC(c1ccco1)N1CCCCC1 (stereo not drawn) | 8% | -0.4% | -0.2% | 12% | 9% | 7% | -21% | -2.8% | 8%
O=C1CCC(C(=O)N2CCCC(C(=O)c3ccc4ccccc4c3)C2)=NN1 (stereo not drawn) | 20% | 0.4% | 1.2% | -8% | -4% | 0% | 5% | -0.5% | -1%
c1ccc(-c2nnsc2-c2nc3ccccc3[nH]2)cc1 | 13% | -0.3% | -2.8% | 1% | -25% | 3% | -13% | -0.5% | 3%
O=C(COC(=O)C1(c2ccc(F)cc2)CCCC1)NCc1ccco1 | -12% | -0.4% | 3.5% | -21% | 0% | 14% | 11% | 4.6% | 10%
COCc1cc(=O)[nH]c2c1c(-c1ccccc1)nn2C | 1% | 0.4% | -1.5% | 8% | 2% | 11% | 6% | 0.0% | 8%
CCN(CC)C(=O)CSc1nnc(-c2c[nH]c3ccccc23)o1 | 8% | 0.0% | -0.6% | -29%[20 µM] | -1% | -1% | -6% | 3.3% | 9%
CCCO/N=C1/C(=O)N(c2ccccc2)c2ccccc21 | 10% | 0.7% | -3.2% | 6% | 10% | 1% | 6% | -0.4% | 5%
N#Cc1nc(-c2ccco2)oc1NCCCN1CCOCC1 | 2% | 0.2% | -0.8% | -13% | -3% | -2% | -27% | -0.8% | 10%
O=C(CCCN1C(=O)/C(=C/c2ccccc2Cl)SC1=S)NCCCN1CCOCC1 | 20% | -0.1% | -0.3% | 12% | 5% | 11% | 0% | 3.4% | 13%
COc1cc(CNCCN(C)C)c(Br)cc1OCC(=O)NCc1ccccc1 | 21% | 0.5% | 2.6% | -19% | 20% | 24% | -23% | 13% | 2%
CC(=O)N/C(=C\c1ccccc1)C(=O)OCc1ccccc1 | 4% | -0.1% | 0.1% | -28% | -8% | 16% | -29% | 2.2% | 11%
O=C(/C=C/c1ccc(Cl)c(Cl)c1)NC1=NCCS1 | -60% | 0.2% | 3.1% | -15%[20 µM] | 13% | 9% | -34% | -12% | 6%
Cc1ccc2oc(=O)n(Cc3ccccc3OC(C)C)c2c1 | 10% | 0.3% | -2.3% | -4% | 20% | 2% | 4% | 2.9% | -1%
